Screening data as filed in PubChem.
TAAR1 ag = human TAAR1 agonists, primary screen, Fluo-8 calcium fluorescence, CHO RD-HGA16 cells. vehicle wells 0%, saturating PEA agonist 100%. 0.99% of 360,000 active. AID 624467, 2012. activation, % at 3 µM;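 active = activation above the mean activation of all test compounds in the run plus 3 SD, cut at about 38% in these data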
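Signal – calcium-sensitive Fluo-8 signal, excitation 470-495, emission 515-575 nm · System – RD-HGA16 (CHO) cells co-expressing Gα16 and hTAAR1 · Incubation – 17-24 h seeding, 75 min 37 °C dye, 30 min RT · Compound dosing – 3 µM single concentration · Repeats – no replicates (n 1)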
OXTR agonist = human OXTR agonists, primary screen, fluorescence, CHO-OTR cells, Fluo-8 calcium. activation, % at 3 µM. Fluo-8 calcium fluorescence; normalized: DMSO 0%, oxytocin 100%. 0.32% of 320,000 active. Oxytocin receptor (Homo sapiens), P30559. AID 2435, 2010;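 active = activation above the mean of all tested compounds plus 3 SD, cutoff set per screening run, cut at about 20% in these data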;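 note: peak over basal fluorescence ratio from a 100 s FLIPR kinetic read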
Target sequence (P30559 whole entry, looked up): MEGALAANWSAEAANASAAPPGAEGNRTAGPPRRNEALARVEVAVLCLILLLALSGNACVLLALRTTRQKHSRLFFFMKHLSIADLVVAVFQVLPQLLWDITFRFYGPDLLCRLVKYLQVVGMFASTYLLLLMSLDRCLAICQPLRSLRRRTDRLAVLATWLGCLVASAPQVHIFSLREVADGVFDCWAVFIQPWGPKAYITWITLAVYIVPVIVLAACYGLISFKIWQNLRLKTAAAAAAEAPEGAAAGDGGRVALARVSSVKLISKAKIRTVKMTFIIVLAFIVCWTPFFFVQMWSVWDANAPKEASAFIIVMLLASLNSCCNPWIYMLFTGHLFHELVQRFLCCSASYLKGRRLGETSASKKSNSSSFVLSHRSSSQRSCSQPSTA
M1 PAM = human M1 muscarinic receptor positive allosteric modulators, primary screen, CHO-K1 cells, Fluo-8 calcium fluorescence, 1536-well. Muscarinic acetylcholine receptor M1 (Homo sapiens), P11229. CHO-K1 hM1, ACh EC20; 0% = ACh EC20, 100% = maximal ACh. activation, % at 3 µM. 0.088% of 360,000 active; in the data active = activation above about 19%, passing the limit was not always enough
Target sequence (P11229 whole entry, looked up): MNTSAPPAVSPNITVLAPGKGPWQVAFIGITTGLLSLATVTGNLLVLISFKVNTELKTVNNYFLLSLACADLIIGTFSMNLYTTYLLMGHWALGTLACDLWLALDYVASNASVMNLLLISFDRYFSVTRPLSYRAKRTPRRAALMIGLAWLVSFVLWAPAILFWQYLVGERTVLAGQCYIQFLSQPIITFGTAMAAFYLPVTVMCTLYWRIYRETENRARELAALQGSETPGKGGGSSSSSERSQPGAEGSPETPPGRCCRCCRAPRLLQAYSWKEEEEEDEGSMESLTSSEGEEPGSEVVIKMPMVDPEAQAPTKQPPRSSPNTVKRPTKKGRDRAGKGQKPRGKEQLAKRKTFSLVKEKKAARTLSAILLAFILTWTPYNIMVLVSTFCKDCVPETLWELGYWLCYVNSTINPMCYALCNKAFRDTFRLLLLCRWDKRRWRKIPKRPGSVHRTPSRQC
M1 ag = human M1 muscarinic receptor agonists, primary screen, Fluo-8 calcium fluorescence, CHO-K1 cells, HTS; activation, % at 3 µM; Muscarinic acetylcholine receptor M1 (Homo sapiens), P11229; 0.33% of 360,000 active; CHO-K1 hM1, agonist mode; 0% DMSO, 100% acetylcholine EC100; AID 588814, 2011;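 active = activation above the run's mean compound activation plus 3 SD, cut at about 16% in these data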;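 note: peak over basal fluorescence ratio within a 140 s kinetic read after compound addition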
TAAR1 antagonist = human TAAR1 antagonists, primary screen, Fluo-8 calcium fluorescence, CHO RD-HGA16 cells; Trace amine-associated receptor 1 (Homo sapiens), Q96RJ0; antagonist; inhibition, % at 3 µM; 1.5% of 360,000 active;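 active = inhibition above a per-plate cutoff, the mean inhibition of test compounds on that plate plus 3 SD, cut at about 49% in these data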;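 note: 0% = DMSO plus EC80 beta-PEA response and 100% = DMSO alone without agonist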
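Material: RD-HGA16 CHO cells with stable hTAAR1 and Gα16; Dosing: single nominal final test compound concentration of 3 µM; Schedule: seeding 17-24 h prior, 75-min 37 °C, 30-min RT dye loading; Detection: kinetic Fluo-8 calcium fluorescence measurement; Measure: % inhibition from peak post-agonist over basal fluorescence ratio; Benchmarks: vehicle and agonist controls.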
M1 antag = human M1 muscarinic receptor antagonists, primary screen, CHO-K1 cells, Fluo-8 calcium fluorescence, 1536-well; AID 588852, 2011; inhibition, % at 3 µM; Muscarinic acetylcholine receptor M1 (Homo sapiens), P11229; 1.3% of 360,000 active; CHO-K1 hM1, ACh EC80 antagonist;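 active = percent inhibition above its own plate's cutoff, namely the mean of that plate's compound wells plus 3 SD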;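 note: peak over basal fluorescence ratio during 140 s after agonist addition; 0% = ACh EC80 plus DMSO and 100% = DMSO alone without agonist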
CHO parental Ca = ATP-evoked calcium signal inhibitors, parental CHO, primary screen, counter-screen for OX1R antagonist project, cell-based, fluorescence, Fluo-8 calcium dye. inhibition, % at 5.6 µM. parental CHO-K1, ATP-induced calcium, Fluo-8 fluorescence. AID 463079, 2010. 0.63% of 330,000 active;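 active = inhibition above that plate's mean sample inhibition plus 3 SD, cut at about 26% in these data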;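 note: 0% = ATP-challenged DMSO wells and 100% = DMSO wells without ATP; some compounds past the cut are filed as inactive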
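Test system: untransfected parental CHO cell line; also added: ATP stimulus; dosing: 5.6 µM, single dose; signal: calcium-sensitive Fluo-8 fluorescence; measure: percent inhibition of ATP-evoked calcium rise, normalized to controls; benchmarks: low control ATP plus DMSO, high control DMSO only; replication: one well per compound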
V1aR counter = agonists of human V1a receptor, primary screen, counter-screen for OXTR agonist project, fluorescence, CHO-V1R cells. Fluo-8 calcium fluorescence, agonist mode; 0% DMSO, 100% 3 nM vasopressin. Vasopressin V1a receptor (Homo sapiens), P37288. activation, % at 3 µM. 0.25% of 320,000 active. AID 2797, 2010;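 active = activation above the mean activation of all tested compounds plus 3 SD, per screening run, cut at about 20% in these data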;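 note: signal is peak over basal fluorescence ratio across a 100 second FLIPR read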
OXTR potentiator = human OXTR potentiators, primary screen, fluorescence, CHO-OTR cells, Fluo-8 calcium; Fluo-8 calcium fluorescence, potentiator mode; 0% = oxytocin EC15, 100% = EC100; activation, % at 3 µM; 0.061% of 320,000 active; AID 2445, 2010;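 active = activation above that plate's cutoff, the mean activation of tested compounds plus 3 SD, cut at about 6.6% in these data, passing the limit was not always enough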;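 note: 100% uses oxytocin at 75 nM as the full agonist control; some results filed as inactive read as strong as hits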
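Assay system: CHO cell line stably expressing human OTR | Also added: Oxytocin at about EC15, sub-maximal agonist stimulus | Times: Compound 6 min at room temperature before oxytocin, 100 s read | Measured by: Fluo-8 intracellular calcium fluorescence, ex 470-495, em 515-575 nm | Controls: EC15 oxytocin alone as 0%, 75 nM oxytocin as 100%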
Numbers without * were called inactive; · = not tested or not shown. Random draw from the library, and some 3.7% of all compounds hit somewhere here.

SMILES	TAAR1 ag	OXTR agonist	M1 PAM	M1 ag	TAAR1 antagonist	M1 antag	CHO parental Ca	V1aR counter	OXTR potentiator
Cc1ccc(C2CC(=O)C(C=NCCN3CCN(C(=S)Nc4ccc(F)cc4)CC3)=C(O)C2)cc1 (stereo not drawn)	7	6.3	-31	-12	16	22	-18	7.9	-12
Cc1cccc(Oc2ccccc2NC(=O)c2cnccn2)c1	8	-0.5	2	-2	-16	-1	-14	-0.1	-2
O=C(O)c1ccc(S(=O)(=O)c2ccc3c(c2)C(=O)N(Cc2ccco2)C3=O)cc1	8	1.8	10	4	0	-6	-1	0.6	-2
Cc1ccc(S(=O)(=O)N2CC=C(C(=O)NCc3ccccc3)CC2)cc1	2	0.4	5	-4	-8	-10	-13	-0.3	3
CCN1CN(Cc2ccco2)CNC1=S	7	-0.2	10	-1	9	-4	0	-0.1	2
C/C(CC(=O)Nc1ccc(Cl)cc1C(F)(F)F)=N\NC(=O)c1cccs1	6	-1.3	2	-2	5	1	-4	-0.2	-9
Cc1ccc(C)c(OCC(=O)NNC(=O)c2ccc(NC(=O)C3CC3)cc2)c1	3	·	-1	0	-30	2	·	·	·
O=C1CN(c2ccccc2)C(=S)N1C(=O)c1ccc(Br)cc1	-2	-0.9	7	-4	-3	-13	-8	0.0	-11
CNc1cncc(-c2ccc(C)cc2)n1	0	·	2	-3	-1	-6	·	·	·
COc1ccccc1NC(=O)/C(C#N)=C/c1ccncc1	3	0.5	5	0	-26	-7	-6	0.1	-8
Cc1ccc(NC(=O)c2cc(C)nn2-c2ccccc2)cc1	-1	1.6	23	-5	-40	-24	-10	0.6	-3
CCOC(=O)N1CCC(NC(=O)c2cc(S(=O)(=O)N3CCC4(CC3)OCCO4)ccc2F)CC1	1	3.6	2	-4	13	-13	-9	2.8	-10
CC1(C(=O)NCc2cccc3ccccc23)CCN1C(=O)Cc1ccc(-c2ccccc2)cc1 (stereo not drawn)	4	·	9	6	49*	-6	·	·	·
CSc1ccc(/C=N/n2c(COc3ccccc3)n[nH]c2=S)cc1	-1	-1.4	-2	-5	-20	-1	-2	0.4	-10
Cc1ccc(NC(=O)CN(C)C(=O)CNC(=O)c2cccs2)cc1	1	-1.0	1	-1	-13	2	-17	-0.4	-10
Cc1cc(CN(C)C(=O)C2CCC(=O)N(CCc3ccccc3)C2)n[nH]1 (stereo not drawn)	1	·	5	-2	-1	-6	·	·	·
NS(=O)(=O)c1ccc2nc(NC(=O)CS(=O)(=O)c3ccc(F)cc3)sc2c1	0	-2.1	13	2	-7	-11	0	1.2	-22
Cc1cc(-c2ccc(C(C)C)c(S(=O)(=O)N3CCN(c4ccccn4)CC3)c2)on1	3	-1.8	8	-3	-6	-10	-15	1.6	-11
COc1ccccc1N1CCN(C(=O)c2cc(C3CC3)on2)CC1	1	0.7	9	-4	7	-12	-11	0.3	1
COc1cc2c(OC(C)=O)c3c(c(-c4ccc5c(c4)OCO5)c2cc1OC)C(=O)OC3	2	-0.4	2	-7	-11	-8	-2	-0.4	0
CO/N=C(\CS(=O)(=O)Cc1ccc(OC)cc1)c1ccc(Cl)cc1	43*	-1.2	-3	-5	24	1	-6	-0.1	-1
CN1CCN(NC(=O)CSc2ccc(Cl)cc2Cl)CC1	7	1.0	13	-7	-14	-8	-12	0.9	-8
CC(C)CNC(=S)NNC(=O)c1nn(C)cc1Cl	8	1.8	5	-2	0	-5	4	-0.4	-6
Cc1ccc(C)c(C(O)c2ncc(-c3cccc(C(F)(F)F)c3)[nH]2)c1 (stereo not drawn)	66*	·	7	10	66*	-11	·	·	·
CC1(C)COC(c2cc3c(cc2Br)OCO3)OC1	0	·	9	-1	-12	-18	·	·	·
(more compounds)
SMILES	TAAR1 ag	OXTR agonist	M1 PAM	M1 ag	TAAR1 antagonist	M1 antag	CHO parental Ca	V1aR counter	OXTR potentiator
CSc1ccccc1C(=O)Nc1ccccc1C(=O)N1CCCC1	3	-1.0	4	-5	-18	-1	0	-0.1	-9
CC(C)(C)C(=O)OCc1nc(-c2ccc(Cl)cc2)cs1	3	-2.2	7	-3	-13	-5	-11	-1.9	-13
CCC/C=C1/CCCOC(C(=O)NCc2ccccn2)(C(F)(F)F)C1 (stereo not drawn)	9	-1.5	-5	-10	-10	6	-12	-1.4	1
Cc1cc(Cl)ccc1OCC(=O)Nc1ccccc1NS(=O)(=O)c1cccs1	2	8.9	0	-2	11	-2	14	5.4	-9
O=C(NCC1CCCO1)c1c(O)c2c([nH]c1=O)CCCC2 (stereo not drawn)	3	1.1	3	-1	26	-6	8	0.4	-1
COc1cccc(-c2cc(C(=O)Nc3ccccc3SC)no2)c1	12	-1.0	-1	-3	14	4	-18	1.1	-6
COC(=O)c1c(C)oc(C)c1S(=O)(=O)Nc1ccc(C(C)C)cc1	9	-2.6	-14	-8	-2	15	-14	-1.0	-9
CCOc1ccc(N=C2C(=O)Nc3ccc(C)c(Br)c32)cc1	-1	-0.8	6	-5	9	-15	1	0.4	-9
CC(C)c1ccccc1OCCNC(=S)NC(=O)c1cccnc1	-3	-2.3	-6	-6	5	12	-30	-0.9	-20
Cc1ccc(C(=O)N2CCc3ccccc32)cc1NC(=O)c1ccco1	-1	-0.5	-1	-8	-1	-5	-6	-0.2	-2
C=CCn1c(SCC(=O)NCC2CCCO2)nc2scc(-c3ccccc3)c2c1=O (stereo not drawn)	3	-0.1	1	-1	-5	-2	-8	1.3	-4
COc1ccc(CC2(CO)CCN(Cc3ccc4nsnc4c3)CC2)cc1	2	-0.3	4	-8	-16	-1	-17	0.6	-7
Cc1noc(C(=O)Nc2ccc(Cl)cc2)c1Cl	·	1.4	·	·	·	·	-13	0.0	1
O=C(CSc1nc2cc(Cl)ccc2s1)N1CCN(C(=O)c2ccco2)CC1	7	-1.7	4	-3	3	-6	-41	-0.2	-2
CC(C)N1CCN(S(=O)(=O)c2ccc3ccccc3c2)CC1	3	-0.9	21	-8	-11	-28	-16	1.1	-6
COC(=O)c1cccc(NC(=O)CSc2nc(=O)cc(N)n2-c2ccccc2)c1	16	-0.6	1	-2	-4	2	-2	0.4	0
COc1cc2cnc(-c3ccccc3)cc2cc1OC	6	-2.4	1	-10	8	0	-27	-0.8	-3
CCOc1ccc(NC(=O)c2ccc(N3CC4CC(C3)c3cccc(=O)n3C4)c(NC(=O)CCN3CCOCC3)c2)cc1 (stereo not drawn)	1	0.2	3	-2	-9	-2	-5	0.4	-5
O=P1(O)CC2=C(CC=CC2)C1	3	·	13	-2	-15	-20	·	·	·
Cc1cc(NC(=O)c2ccco2)ncc1NC(=O)CCc1ccccc1	7	0.8	-3	-3	9	-9	-27	0.1	-10
COC(=O)CSC1=C(C#N)C(c2ccccc2OC)C(C(=O)OC)C(=O)N1 (stereo not drawn)	1	0.3	6	1	-10	-1	-6	1.6	-9
C=CCOc1ccc(C(c2c(C)n(C)n(-c3ccccc3)c2=O)c2c(C)n(C)n(-c3ccccc3)c2=O)cc1	1	-1.0	-6	-10	-14	5	-19	0.8	-3
Cn1c(SCc2cccc(Br)c2)nc2ccccc2c1=O	5	1.6	-5	-1	-4	9	24	3.2	-7
Cc1ccc(C(c2nnnn2C2CCCC2)N2CCN(c3nc4ccccc4s3)CC2)cc1 (stereo not drawn)	7	-0.2	-3	-4	9	-12	-9	1.1	3
Cc1ccc(OCC(=O)NNC(=O)Cn2nnc(-c3ccccc3)n2)cc1	5	-0.7	-7	-2	5	9	-17	1.1	-19
Remaining list, next part.
SMILES	TAAR1 ag	OXTR agonist	M1 PAM	M1 ag	TAAR1 antagonist	M1 antag	CHO parental Ca	V1aR counter	OXTR potentiator
O=C1C2C3C=CC(CC3)C2C(=O)N1c1ccc([N+](=O)[O-])cc1 (stereo not drawn)	3	0.6	15	-2	-16	-21	4	0.7	-4
O=C(Nc1nnc(SCc2ccccc2)s1)c1cccs1	15	8.0	5	-3	6	-9	3	5.3	-17
CC1(C(=O)NS(=O)(=O)C2CC2)CCN(C(=O)c2ccc(F)cc2Cl)C1 (stereo not drawn)	3	·	19	12	3	-10	·	·	·
O=C(CCC(=O)Nc1ccccc1Cl)NN=C1CCCC1	1	·	2	-3	-30	-4	·	·	·
CNC(=O)c1csc(-c2ccc(C)cc2)n1	2	-2.4	6	-5	-5	-10	-11	-1.4	5
O=C(NNC(=O)c1ccccc1C(=O)O)c1cc2ccccc2o1	3	-0.3	13	0	1	-9	-6	-0.5	-4
Cc1ccc(CSCCNC(=O)c2ccc(C)cc2)cc1	9	-2.9	7	-10	-6	-14	-8	-0.8	2
O=C(/C(=C/O)N=Nc1ccccc1)c1ccncc1	0	-0.9	-3	-2	-10	4	-15	-1.1	-15
CN1CC=C2C(C#N)=C(N)C(C#N)(C#N)C(c3cccc(Cl)c3Cl)C2C1 (stereo not drawn)	3	1.9	2	-2	15	0	-18	4.2	-13
O=c1c2ccccc2c(C=NCCO)c(O)n1-c1ccccc1	8	-0.4	-5	-3	-1	23	-4	-0.7	-11
CN1C2CCC1CC(NC(=O)c1cc(Cl)cc3[nH]cnc13)C2 (stereo not drawn)	3	1.6	11	-8	1	-15	-5	1.9	7
O=C(OCCn1c(=S)sc2ccccc21)c1ccccc1	2	·	7	-2	-8	-20	·	·	·
COC(=O)c1sc(-c2ccccc2)cc1NC(=O)c1cc(OC)cc(OC)c1	1	2.9	0	-5	-10	-5	-6	1.1	-4
COc1ccc(/C=C(\NC(=O)c2ccco2)C(=O)NCCc2nc3ccccc3[nH]2)cc1	0	-0.9	6	-3	-41	-4	-23	-1.3	-11
O=C(NC1CCN(S(=O)(=O)c2ccc(F)cc2)CC1)c1ccccc1	-1	-1.4	8	-4	20	-10	-8	-0.6	1
